# ATG4B inhibitor: ATG4B (human) cysteine protease inhibition; 0.51% of 340,000 active; inhibition, % at 8.33 µM; Q9Y4P1; ATG4B cleavage of LC3-PLA2, NBD-HPC fluorescence, 1 h; in the data active = inhibition above about 40%
# PfGluPho inh: PfG6PD (Plasmodium falciparum) enzyme inhibition. inhibition, % at 20 µM. 0.78% of 350,000 active. PfGluPho enzyme, NADPH resazurin-diaphorase fluorescence;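 active = inhibition reaching at least a set limit at 20 µM in the primary screen, cut at about 59% in these data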;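 note: 0% = DMSO wells with substrate and 100% = DMSO wells lacking glucose-6-phosphate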
# SENP6 inh: SENP6 protease inhibition; Q9GZR1; Recombinant SENP6 catalytic domain, aminoluciferin luminescence; inhibition, % at 10 µM; 1.8% of 330,000 active; AID 2599;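 active = inhibition above about 50% at the single tested dose, limit read from the data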;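 note: plate controls were DMSO wells with enzyme for no effect and DMSO wells lacking enzyme for full effect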
# Target sequence (Q9GZR1 628-1112 limits assumed): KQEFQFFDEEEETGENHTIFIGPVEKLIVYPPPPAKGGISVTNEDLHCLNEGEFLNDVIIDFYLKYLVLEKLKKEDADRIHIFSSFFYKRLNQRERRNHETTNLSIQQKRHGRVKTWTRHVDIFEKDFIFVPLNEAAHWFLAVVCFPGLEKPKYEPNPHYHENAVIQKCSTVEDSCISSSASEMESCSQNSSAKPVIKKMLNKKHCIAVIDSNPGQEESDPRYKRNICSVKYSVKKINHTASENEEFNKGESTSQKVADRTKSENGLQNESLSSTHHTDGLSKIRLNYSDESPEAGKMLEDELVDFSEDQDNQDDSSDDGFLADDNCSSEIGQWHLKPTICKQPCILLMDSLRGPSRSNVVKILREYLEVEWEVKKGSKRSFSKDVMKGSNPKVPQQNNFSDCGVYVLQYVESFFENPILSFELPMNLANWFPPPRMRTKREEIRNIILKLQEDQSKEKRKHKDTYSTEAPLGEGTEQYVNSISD
# SENP8 block: inhibitors of human SENP8 protease | recombinant SENP8, Nedd8 substrate fluorescence | inhibition, % at 20 µM | 0.64% of 360,000 active; in the data active = inhibition mostly above about 40%, no sharp cut-off; inactive = mostly below about 27%
# hIAP act: increases human intestinal alkaline phosphatase activity | activation factor at 10 µM | P09923 | AID 2524 | purified human IAP, CDP-Star luminescence, 30 min; active compounds read high; 1 = vehicle-only enzyme, 0 = enzyme-free background | 0.16% of 330,000 active;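 active = activation factor of the enzyme at least 2-fold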; note: the source names both 10 and 20 µM as test concentration; values of inactives mirror those of a sister screen read the other way
# Target sequence (P09923 whole entry, looked up): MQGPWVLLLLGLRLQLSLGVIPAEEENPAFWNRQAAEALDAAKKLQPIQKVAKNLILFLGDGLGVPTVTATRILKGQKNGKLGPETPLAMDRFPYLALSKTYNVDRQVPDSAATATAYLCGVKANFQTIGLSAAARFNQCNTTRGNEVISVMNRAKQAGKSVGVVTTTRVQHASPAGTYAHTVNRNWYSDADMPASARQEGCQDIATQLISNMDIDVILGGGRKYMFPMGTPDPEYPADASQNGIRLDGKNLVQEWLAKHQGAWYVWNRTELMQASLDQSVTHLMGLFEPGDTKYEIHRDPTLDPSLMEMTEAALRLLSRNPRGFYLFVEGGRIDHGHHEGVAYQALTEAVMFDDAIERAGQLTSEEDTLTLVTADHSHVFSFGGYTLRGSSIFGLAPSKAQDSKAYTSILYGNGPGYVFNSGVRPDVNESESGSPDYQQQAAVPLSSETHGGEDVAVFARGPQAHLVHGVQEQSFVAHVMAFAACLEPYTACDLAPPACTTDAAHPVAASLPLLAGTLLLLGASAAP
# SENP1 FRET inh: inhibitors of human SENP1 SUMO protease catalytic domain. Q9P0U3. recombinant SENP1 catalytic domain, CyPet-SUMO1-YPet FRET cleavage. inhibition, % at 10 µM. 0.21% of 360,000 active. AID 624204;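 active = inhibition at least 30% at 10 µM, raw YFP signal under a set limit, fluorescence ratio 0.5 to 1.5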;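 note: 0% = enzyme with DMSO and 100% = no enzyme wells; some results filed as inactive read as strong as hits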
#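 Test system: hSENP1 catalytic domain, recombinant; Amount: 20 pM final SENP1 enzyme; Medium: Tris pH 8 buffer plus EDTA, NaCl, BME, BSA, NP40, catalase; Schedule: 50 min enzyme reaction, room temperature, light-protected; Technique: FRET fluorescence in CFP and YFP emission channels; Controls: no-enzyme wells low, DMSO-plus-enzyme wells high control.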
# NR3A LBD binder: modulators (binders) of human NR3A ligand-binding domain; NR3A LBD differential scanning fluorimetry, Tm shift; 0% = protein alone, 100% = glycine-bound protein; Tm shift relative to glycine control, % at 25 µM; AID 1259313; 2.5% of 340,000 active;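 active = melting temperature shift of at least 10% of the positive control shift, at one fixed dose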
# MPTP inh: inhibitors of mitochondrial permeability transition pore; isolated mouse mitochondria, Ca2+ swelling absorbance, 30 min; inhibition, % at 10 µM; 1.4% of 360,000 active; AID 602449;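 active = inhibition of 50% or more, scaled per plate between neutral and stimulator controls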;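 note: 0% = DMSO wells given calcium and 100% = 1 mM EGTA wells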
# Numbers without * were called inactive; / = not tested or not shown. The order is random, and some 6.7% of all compounds hit somewhere here.
SMILES,ATG4B inhibitor,PfGluPho inh,SENP6 inh,SENP8 block,hIAP act,SENP1 FRET inh,NR3A LBD binder,MPTP inh
COC(=O)[C@]1(Cc2ccccc2)N[C@H](CN(C)S(=O)(=O)c2ccc(-c3ccccc3)cc2)[C@@H]2C(=O)N(Cc3ccccc3)C(=O)[C@@H]21,/,-16,3,-3,0.98,2,1,-2.8
CC(C)c1onc(C(=O)Nc2ccc3c(c2)OCO3)c1[N+](=O)[O-],-4,17,6,11,0.77,-5,-14,-1.8
CCOC(=O)CNC(=O)C1(c2ccccc2)CCCC1,-1,-10,-20,12,1.3,2,-2,-0.7
CC1(C)CC(NC(=O)CSc2ccccc2)CC(C)(C)N1,-9,-7,-1,4,0.97,1,2,0.4
O=C(c1cc2cc(Cl)ccc2[nH]1)N1CCN(c2ccccc2F)CC1,0,-3,-49,8,1,4,-2,1.7
CCN(Cc1ccccc1)C(=O)CN1C(=O)NC2(CC(C)CC(C)(C)C2)C1=O (configuration not stated),-3,10,2,8,1.2,0,2,-0.5
Cc1cccc([C@H]2[C@@H]3C=CCC[C@@H]3C(=O)N2Cc2ccccc2)c1,21,-4,/,16,/,2,-2,-1.6
Fc1ccc(OCCCCN2CCOCC2)cc1,-2,13,-17,11,0.99,0,1,0.8
CCc1c(C)sc(NC(=O)OC)c1C(N)=O,17,0,1,8,0.93,3,-1,-0.3
Cc1cc(Nc2ccc3c(c2)OCCO3)n2ncnc2n1,-12,4,2,8,0.9,2,1,0.8
CC1CCN(C(=O)CSc2nnc(CNc3ccc(F)cc3)n2Cc2ccco2)CC1,-11,23,-8,11,0.98,-2,0,-3.5
CCON1C(=O)C(C)(C)N(OCC)C(=O)C1(C)C,3,6,-15,10,0.89,0,-1,0.1
N#C/C(=C\c1ccc(N2CCOCC2)o1)c1nc2ccccc2[nH]1,-33,38,2,-126,0.94,-16,1,1.4
CCCCOCCCNC(=O)c1c(-c2ccccc2)noc1C,-5,-2,11,28,1.1,1,0,1.1
COC(=O)C1=C(C)N=C2SCCC(=O)N2C1c1cccs1 (configuration not stated),-8,-24,-17,11,1.1,-3,2,-2.7
COc1ccc(NS(=O)(=O)c2cc3c4c(c2)CCN4C(=O)CC3)c(OC)c1,8,-29,2,7,0.95,2,-2,-0.4
CCCCn1c(NC(C)=O)c(C#N)c2nc3ccccc3nc21,-11,55,97*,-322,0.97,-21,2,6.3
Cc1cc(=O)c2c(o1)CC(C)(C)CC2=O,-8,3,7,20,0.99,11,0,-1.3
CCOC(=O)c1[nH]c(C)c(C(=O)OCC(=O)NCc2ccc(OC)cc2)c1C,2,-7,1,-4,0.93,-3,1,-0.7
CN(C)c1ccc(C(=O)Nc2ccc(S(=O)(=O)Nc3nccs3)cc2)cc1,5,-13,-12,-419,0.91,2,-2,0.5
COc1ccccc1C(=O)Nc1nnn(C)n1,-5,-4,-12,14,1.1,-1,1,-1.4
CCOC(=O)C(=CNc1ccc2c(c1)c1ccccc1n2CC)C(=O)OCC,-7,12,-18,-440,1.2,-2,4,3.2
Cc1ccc(O)c(NC(=O)C2CC(c3cccc(Br)c3)=NO2)c1 (configuration not stated),-5,22,3,7,1.1,2,0,1.2
C/C(=N\OC(=O)c1ccc(F)cc1)c1ccc(F)c(F)c1,3,-10,80*,23,1,5,2,-1.0
O=C(CN1CCN(Cc2ccccc2)CC1)c1ccccc1,-1,-7,-6,15,1,-8,-1,1.5
CCOC(=O)C1=CC[C@@H](c2cc3cc(OC)ccc3n2C)N(S(=O)(=O)c2ccc(C)cc2)[C@H]1C(=O)OCC,12,-7,0,-1,1,0,-5,0.2
CS(=O)(=O)N(Cc1ccc(C(=O)NCCSc2ccccn2)cc1)c1ccccc1,3,8,0,29,1,0,5,1.1
CCOC(=O)CN1CCS(=O)(=O)CC1,6,-17,-8,4,1.1,2,0,-0.1
Cc1ccc(/C=N/NC(=S)NCCc2ccccc2)s1,2,-13,-23,-25,0.95,0,-22,2.0
N#Cc1cccc(CN2CCC(=O)N([C@H](CO)c3ccccc3)CC2)c1,-4,-11,2,9,0.93,-1,1,0.7
COc1ccc(NC(=O)c2ccc(N3C(=O)C4CC=C(C)CC4C3=O)cc2)c(OC)c1 (configuration not stated),3,-5,15,18,0.93,0,-9,-0.3
C[C@@H]1COC(=O)[C@H](NC(=O)OCC2c3ccccc3-c3ccccc32)C/C=C\C[C@@H](CC(=O)N[C@@H](CO)Cc2ccccc2)C(=O)N1,-7,8,0,-1,0.9,-4,-3,0.5
Cc1cc(C)nc(N(C#N)S(=O)(=O)c2ccccc2Cl)n1,1,-3,-5,11,1.1,-1,-2,-2.6
CC(C)(C)c1ccc(C(=O)Nc2ccccc2C(=O)NCCN2CCOCC2)cc1,-7,-1,7,-17,1.2,3,0,0.6
CC(C)c1ccc(NC(=O)CSc2nc(=O)n(CCCN3CCOCC3)c3c2CCC3)cc1,-2,1,-13,21,0.99,2,1,-1.1
CCCS(=O)(=O)c1nc(S(=O)(=O)c2ccc(C)cc2)c(NCCN2CCOCC2)s1,-10,-17,104*,25,0.99,-9,-1,-3.2
CC1CCCN(C(=O)C2CCN(S(=O)(=O)c3cccc4nsnc34)CC2)C1 (configuration not stated),8,-12,-4,13,0.51,-1,-1,-1.0
COc1ccc(OC)c(-c2nc(CN(C)C(C)c3ccncn3)c(C)o2)c1 (configuration not stated),-3,-7,8,-114,1,-11,-1,-0.7
O=C(NCc1ccc(Cl)cc1)c1cccc2c1C(=O)N(CC1CCCO1)C2 (configuration not stated),-17,0,-13,10,1,0,-2,-2.1
COc1ccc(C(=O)COc2ccc(F)cc2)c(O)c1,8,-1,29,11,1.1,1,0,2.8
CSCCC(NS(=O)(=O)c1ccc(F)cc1)C(=O)NCc1ccc(S(N)(=O)=O)cc1 (configuration not stated),-8,-3,6,28,1.1,3,2,0.9
Nc1nnc(SCCCC(=O)c2ccccc2)s1,5,-9,-6,3,1,2,1,2.0
CC(NCC(=O)NCC(=O)Nc1ccc(F)cc1)c1cccc(C(F)(F)F)c1 (configuration not stated),3,-12,-11,3,1,2,1,0.2
CC1=C/C(=C\C=C(C#N)C#N)N(C)c2ccccc21,1,5,-19,50*,0.64,72*,0,12
C/C(=N/NC(=O)Cc1ccccc1)c1ccc(C)s1,-8,-6,-10,8,1.1,0,-2,8.5
O=C(Nc1nnc(COc2ccccc2)s1)Nc1ccccc1F,4,-8,-8,17,1.2,-1,1,6.4
N#C/C(=C\c1cccc(OCC(=O)O)c1)c1nc2ccccc2[nH]1,-2,27,17,-419,1.1,-36,0,-1.2
CCc1nnc(NC(=O)CCC(=O)N2CCN(Cc3ccc(F)cc3)CC2)s1,11,-1,-20,7,1.2,3,0,-1.8
CC(=O)c1ccc(NC(=S)NNC(=O)NC2CCCCC2)cc1,-10,16,-1,19,1.2,0,0,-0.9
COCCn1c(SCC(=O)Nc2ccc(NC(C)=O)cc2)nc2c([nH]c3ccccc32)c1=O,-1,-11,-22,-29,1.1,1,-5,-0.3

# Some of the entries above in a different format.
ATG4B inhibitor	PfGluPho inh	SENP6 inh	SENP8 block	hIAP act	SENP1 FRET inh	NR3A LBD binder	MPTP inh	SMILES
5	-9	-6	3	1	2	1	2.0	Nc1nnc(SCCCC(=O)c2ccccc2)s1
3	-12	-11	3	1	2	1	0.2	CC(NCC(=O)NCC(=O)Nc1ccc(F)cc1)c1cccc(C(F)(F)F)c1 (configuration not stated)
1	5	-19	50*	0.64	72*	0	12	CC1=C/C(=C\C=C(C#N)C#N)N(C)c2ccccc21
-8	-6	-10	8	1.1	0	-2	8.5	C/C(=N/NC(=O)Cc1ccccc1)c1ccc(C)s1
4	-8	-8	17	1.2	-1	1	6.4	O=C(Nc1nnc(COc2ccccc2)s1)Nc1ccccc1F

# Next records follow:
SMILES,ATG4B inhibitor,PfGluPho inh,SENP6 inh,SENP8 block,hIAP act,SENP1 FRET inh,NR3A LBD binder,MPTP inh
COc1cccc(NC(=O)N2CCCC2C(=O)NC2CC2)c1 (configuration not stated),-7,-5,-4,18,0.95,1,3,0.6
Cc1ccc(-c2csc(N/N=C/C=C/c3ccccc3)n2)cc1,-4,1,-20,-135,0.97,-46,-5,1.8
CC(OC(=O)c1cc(=O)[nH]c2ccccc12)C(=O)N1C(C)CCCC1C (configuration not stated),-12,-5,16,-264,0.89,0,0,-2.1
COc1ccc(C(C)=O)cc1CSc1nnc(-c2ccc(Cl)cc2)n1-c1ccccc1,-14,0,-4,-1,0.91,1,-1,-0.5
COc1ccc(C2(SCC(N)C(=O)O)c3ccccc3-c3ccccc32)cc1 (configuration not stated),3,35,/,23,/,-2,-3,-2.6
Cc1ccc(C(=O)NC(=S)NCc2ccccc2)cc1Br,19,11,0,23,0.95,-1,-2,1.1
CCOC(=O)C1=C(C)NC(C)=C(C(=O)OCC)C1C1=COCCO1,6,-6,-3,-57,0.87,1,0,-3.5
Cc1ccc(CNS(=O)(=O)CCNC(=O)c2ccccc2)cc1,1,-3,-14,6,0.97,2,1,-0.5
O=C(c1ccco1)N1CCN(CC(=O)N2CCCc3c2c(=O)oc2ccc(O)cc32)CC1,1,-7,-14,/,0.97,/,0,/
N#CC(C#N)=Cc1cccn1-c1ccc(C(=O)O)cc1,-1,-11,-18,11,0.93,0,-1,-0.3
CCc1ccc(S(=O)(=O)NC(=S)Nc2ccccc2)cc1,-2,33,5,-2,0.95,-2,0,-0.7
Cc1ccc(NC(=O)CCNCc2ccco2)cc1S(=O)(=O)N(C)C,-11,6,-13,11,1.1,-4,-1,-0.2
COc1ccc(S(=O)(=O)N(Cc2ccccc2)Cc2nc3ccccc3c(=O)[nH]2)cc1,-17,1,0,17,0.86,0,-5,-3.4
Cc1nnc(SCC(=O)N2CCCC2)n(N)c1=O,5,7,18,13,0.94,1,1,0.0
CC1CC1C(=O)OCC(=O)NC(=O)c1ccccc1 (configuration not stated),0,6,-7,11,1,1,0,-1.5
CC(=O)OC[C@H]1O[C@@H](Sc2cccc3cccnc23)[C@H](OC(C)=O)[C@@H](OC(C)=O)[C@H]1OC(C)=O,1,23,8,-161,0.85,3,-5,2.1
COCCNC(=O)CN(Cc1ccc2c(c1)OCO2)C(=O)CCC(=O)Nc1nccs1,-1,-19,-2,14,1,1,-2,-0.6
NC(=S)COc1ccccc1,-6,0,3,8,0.87,2,-2,-0.3
O=C(CSc1ncc(-c2ccccc2)[nH]1)Nc1cccc(O)c1,-6,5,1,21,0.94,1,6,0.6
O=C(O)c1ccccc1NS(=O)(=O)c1ccc(NN=Cc2ccccc2F)c([N+](=O)[O-])c1,40,-27,6,35,0.91,3,10*,45
O=S(=O)(c1ccccc1)[C@@]1(c2ccccc2)C[C@@H]2ON=C(c3cccc(Br)c3)[C@@H]2C1,-13,6,0,13,0.91,-1,0,-0.2
CS(=O)(=O)N(CC(=O)NCc1ccccc1Cl)C1CCCCC1,-5,17,5,8,0.93,2,3,-0.3
Cn1nnnc1SCC(=O)Nc1cccc([N+](=O)[O-])c1,-7,7,-4,11,0.92,0,0,-1.1
CCN(CC)c1ccc(/C=N/N2CCN(Cc3cccc4ccccc34)CC2)c(O)c1,6,32,-2,27,1.1,-2,2,8.6
CSc1ccc(/C=C/C(=O)c2ccc(NC(=O)Cc3ccccc3)cc2)cc1,-1,0,3,-322,0.88,-22,6,25
O=C(Nc1nc(-c2ccccc2)c(-c2ccccc2)o1)c1ccc(F)cc1,7,-19,3,-36,0.89,0,-2,-15
O=C(NC1CCCC1)c1cc(-c2cccs2)on1,4,9,-14,8,0.86,1,0,-1.6
O=C(O)C(Cc1ccccc1)N1C(=O)C2C3CCC(C3)C2C1=O (configuration not stated),/,-14,/,11,/,0,/,0.7
O=C(COc1ccc(F)cc1)Nc1c(C(=O)N2CCC(N3CCCCC3)CC2)oc2ccccc12,16,-14,5,15,1.2,-1,1,0.1
